# FXN GAA850 act = frataxin GAA850 promoter activation | HEK293 lucGAA850 FXN promoter luciferase reporter, 24 h; percent of 10 µM SAHA response | activation, % at 6 µM | 360,000 tested, 0.56% active | AID 540364;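 active = activation above the average of all compounds screened plus 3 SD, cutoff fixed separately per campaign, cut at about 7.5% in these data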;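 note: 0% = DMSO wells and 100% = 10 µM SAHA wells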
# PG9 binder = small molecules binding HIV-1 gp120 antibody PG9; 360,000 tested, 0.43% active; TR-FRET gp120-PG9 antibody binding; AID 624416; inhibition, % at 6.7 µM; in the data active = inhibition above about 8.5%
# SMARCA2 activ = activators of SMARCA2 function. MG213 cells, MMTV-luciferase reporter, dexamethasone, overnight. activation, % at 9.1 µM. 370,000 tested, 1% active; in the data active = activation above about 7.8%;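 note: 0% = vehicle wells and 100% = reference activator wells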
# hgDAF-12 ag = agonists of H. glycines DAF-12 nuclear receptor; HEK293 GAL4-hgDAF12 UAS-luciferase reporter, agonist luminescence; normalized to butyrate control; activation, % at 6.8 µM; 370,000 tested, 1.8% active;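 active = activation above a cutoff set at the mean of all screened compounds plus 3 SD, cut at about 10% in these data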;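 note: 0% = DMSO wells and 100% = sodium butyrate wells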
# Rev-erbA mod = Rev-erb alpha (human) modulation | P20393 | activity, % at 10 µM | Rev-erbα–FITC-DNA binding, fluorescence polarization, 90 min | 370,000 tested, 0.79% active;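 active = activity above about 14%, limit read from the data; passing the limit was not always enough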;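 note: 0% = DMSO wells with 35 nM protein and 100% = DMSO wells with 750 nM protein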
# hcDAF-12 act = activates DAF-12 receptor from parasite H. contortus. HEK293 hcDAF-12 lit1-tk-luc reporter, luminescence; 0% DMSO, 100% Δ7-dafachronic acid. activation, % at 6.8 µM. 370,000 tested, 1.4% active;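 active = activation above the mean of all tested compounds plus 3 SD, cut at about 5.5% in these data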;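 note: 100% = response to 3 µM Δ7-dafachronic acid high control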
# HGIII-sPLA2 inh = Inhibits HGIII-sPLA2 liposome hydrolysis, primary screen. QFRET BODIPY PC-A2 liposome hydrolysis, fluorescence. inhibition, % at 12.2 µM. 370,000 tested, 0.56% active;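 active = inhibition above mean plus 3 SD of compounds lying within the high and low control bounds, cut at about 19% in these data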;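 note: 0% = median of test compound wells and 100% = no enzyme DMSO wells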
# Target sequence (Q9NZ20 whole entry, looked up): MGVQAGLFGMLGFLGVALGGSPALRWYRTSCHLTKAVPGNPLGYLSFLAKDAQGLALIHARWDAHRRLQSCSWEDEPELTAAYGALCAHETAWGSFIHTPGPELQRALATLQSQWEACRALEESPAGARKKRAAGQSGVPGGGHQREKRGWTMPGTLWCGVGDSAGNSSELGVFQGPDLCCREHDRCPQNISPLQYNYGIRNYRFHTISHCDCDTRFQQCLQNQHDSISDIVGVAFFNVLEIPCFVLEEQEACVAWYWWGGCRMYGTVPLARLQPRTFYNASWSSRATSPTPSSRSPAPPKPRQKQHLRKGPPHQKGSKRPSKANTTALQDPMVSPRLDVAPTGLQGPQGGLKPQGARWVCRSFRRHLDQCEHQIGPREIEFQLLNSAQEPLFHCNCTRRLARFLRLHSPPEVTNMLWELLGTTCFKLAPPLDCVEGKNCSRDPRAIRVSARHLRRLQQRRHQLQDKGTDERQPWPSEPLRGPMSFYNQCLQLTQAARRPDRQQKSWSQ
# DAX1 inh-1 = blocks DAX1 repression of SF-1 activated StAR promoter | 370,000 tested, 1.1% active | AID 652010 | inhibition, % at 6.8 µM | HEK293T StAR-luciferase reporter, SF-1/DAX-1 repression relief;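 active = inhibition above the mean over all tested compounds plus 3 SD, cut at about 3.6% in these data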;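 note: 0% = DAX-1 cells with DMSO and 100% = cells lacking DAX-1 with DMSO; higher inhibition means more luminescence from relief of DAX-1 repression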
# ssDAF-12 act = activates DAF-12 receptor from parasite S. stercoralis. 370,000 tested, 1% active. AID 652126. activation, % at 6.8 µM. HEK293 ssDAF-12/GRIP1 lit1-tk-luc reporter, luminescence; % of 3 µM dafachronic acid response;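 active = activation above the mean over all tested compounds plus 3 SD, cut at about 0.9% in these data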;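 note: 0% = DMSO-only wells and 100% = 3 µM delta7-dafachronic acid wells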
# PLC-beta3 inh = inhibitors of human phospholipase C beta3; Purified PLC-beta3, fluorogenic substrate, fluorescence; inhibition, % at 12.2 µM; AID 720704; 370,000 tested, 0.18% active; Q01970; in the data active = inhibition above about 11%;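 note: 0% = median of compound wells on plate and 100% = full blocker control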
# DAX1 inh-2 = inhibitors of human orphan nuclear receptor DAX1 (NR0B1); P51843; HEK293 Gal4-DAX1 luciferase reporter, luminescence; inhibition, % at 6.75 µM; 340,000 tested, 0.99% active; AID 504766;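 active = inhibition above the mean over all tested compounds plus 3 SD, cut at about 4.2% in these data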;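 note: 0% = DAX1-transfected cells with DMSO and 100% = empty-vector control cells with DMSO; inhibition shows as a rise in luminescence from relieved DAX1 repression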
# Target sequence (P51843 207-470 limits assumed): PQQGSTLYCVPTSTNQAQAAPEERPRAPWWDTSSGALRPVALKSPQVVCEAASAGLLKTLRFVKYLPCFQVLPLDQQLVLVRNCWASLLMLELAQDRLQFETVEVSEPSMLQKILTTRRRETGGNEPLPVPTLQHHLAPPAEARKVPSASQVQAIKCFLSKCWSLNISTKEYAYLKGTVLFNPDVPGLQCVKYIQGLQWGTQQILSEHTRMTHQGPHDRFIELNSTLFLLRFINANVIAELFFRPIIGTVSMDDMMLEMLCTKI
# * hit, by the source's call; . = not tested or not shown; & = joins results of further samples.
no.	Structure	FXN GAA850 act	PG9 binder	SMARCA2 activ	hgDAF-12 ag	Rev-erbA mod	hcDAF-12 act	HGIII-sPLA2 inh	DAX1 inh-1	ssDAF-12 act	PLC-beta3 inh	DAX1 inh-2
1	Cc1nc2ccccc2cc1C(=O)N/N=C/c1ccc([N+](=O)[O-])cc1	-1.3	-3.6	0	1.3	7	-3.4	-5	-0.4	-1.0	4	0.0
2	Cc1ccc(C(=O)C(C)OC(=O)CCS(=O)(=O)c2ccc(C)cc2)cc1 (stereo unspecified)	0.7	-1.6	-3	0.5	4	0.4	-8	-0.2	-2.0	-3	0.0
3	Cc1ccc(NC(=O)C(C)N2C(=O)C3CC=C(Cl)CC3C2=O)cc1 (stereo unspecified)	1.8	2.0	0	2.5	4	-0.8	5	-0.4	-1.3	-1	-0.2
4	O=C(O)C1CC=CCC1C(=O)Nc1ccc(Oc2ccc(Cl)cc2)cc1 (stereo unspecified)	1.6	-3.0	-3	3.5	-2	0.8	1	-0.6	-1.5	0	-1.8
5	C[C@@H]1COc2cc(Br)ccc2S(=O)(=O)N1Cc1cn(CCC2OCCO2)nn1	.	.	-2	-1.2	7	-1.8	-3	-0.7	-0.9	0	.
6	CCN(CC)S(=O)(=O)c1cccc(C(=O)Nc2cc(C)nn2-c2ccccc2)c1	-4.2	2.1	-3	-4.1	-7	-1.4	2	-0.8	-1.8	-2	-1.7
7	O=C(CNC(=O)c1ccc([N+](=O)[O-])cc1)N/N=C/c1c[nH]c2ccccc12	0.9	-2.5	-1	-0.5	-6	4.0	-15	-0.6	0.0	1	0.4
8	Cc1cccc(C)c1OCC(=O)Nc1ccc(N2CCOCC2)cc1	-2.0	-2.1	1	2.5	-3	-1.5	3	0.0	-0.7	-4	-0.4
9	CN1CCN(C(=O)Cn2c(C(F)(F)F)nc3ccccc32)CC1	1.3	0.8	2	1.9	-3	-1.8	13	-0.1	-1.1	5	2.0
10	COc1cc2c(cc1OC)-c1cc(NC3CCCCCC3)nc(=O)n1CC2	12*	1.2	8	-4.3	-5	-3.4	2	0.5	-1.7	-113	0.1
11	COCC(=O)N1CCC(Oc2ccc(C(=O)NCc3cc(C(C)C)no3)cc2)CC1	-1.6	-2.7	4	-2.2	4	1.0	-3	-2.8	-1.5	-4	0.6
12	CCCN(CCC)CCCNc1ccc(C(=O)Nc2cccc(OC)c2)cc1[N+](=O)[O-]	0.1	0.2	2	-0.8	5	-1.1	-12	-0.1	-2.1	-1	-0.4
13	COc1nccc(C(F)(F)F)c1C(=O)NC(=O)Nc1ccccc1	-0.2	0.5	-2	1.2	-2	-1.6	11	-0.2	-0.6	-7	0.0
14	COc1cccc(C#Cc2ccc3c(c2)O[C@@H](CN(C)C(=O)c2ccccn2)[C@@H](C)CN([C@H](C)CO)S3(=O)=O)c1	0.0	-0.4	2	-3.1	-9	-2.6	-16	-1.3	-2.1	-42	-1.8
15	COc1ccc(N2Cc3cccc(C(=O)N4CCN(C(=O)c5ccco5)CC4)c3C2=O)cc1	2.0	-0.7	3	0.9	-12	-0.6	-1	0.5	-0.7	-38	0.5
16	N#CCCn1nc(-c2ccc(Cl)cc2)cc1Nc1ccccc1NC(=O)C(F)(F)F	0.5	0.1	-3	5.0	2	-0.6	-1	0.3	0.1	2	1.8
17	COc1ccc(NS(=O)(=O)c2cc(NC(=O)c3cnc(C)cn3)ccc2N2CCCCC2)cc1	2.2	-1.8	-2	2.0	10	-3.0	-4	0.5	-0.5	-2	0.3
18	Cc1cc(C(=O)N/N=C\C(Br)=C\c2ccccc2)c(C)o1	11*	-0.8	7	0.3	-2	2.2	-7	0.2	-1.0	-7	.
19	OC(c1cccc(Cl)c1)c1nccc2ccccc12 (stereo unspecified)	2.7	-1.1	2	-0.6	-1	-3.0	-9	-0.1	-1.3	-4	-0.4
20	C=CCNCCOCCOc1ccccc1-c1ccccc1	0.8	-2.8	2	-5.1	-2	-0.6	-6	0.4	-0.2	3	-0.8
21	Cc1oc(-c2ccc(Cl)cc2)[n+]([O-])c1C	2.6	-1.9	-1	0.7	-3	-1.0	-3	0.2	-0.3	4	-0.1
22	COc1cccc(CNn2cn[nH]c2=S)c1OCc1ccccc1	4.8	-1.1	1	3.5	8	-0.6	12	0.3	-1.2	1	-1.8
23	CCOC(=O)N1CCN(S(=O)(=O)c2cc(-c3nn4c(C)nnc4c4ccccc34)ccc2C)CC1	-0.1	-0.4	0	-1.5	-1	-1.5	-3	-0.2	-1.4	-1	0.6
24	CCCN=C1NC(=O)C(CC(=O)NCCc2ccc(OC)c(OC)c2)S1 (stereo unspecified)	-0.5	-1.1	1	-2.1	1	-1.1	3	0.0	-1.3	-1	0.5
25	COc1ccccc1C(=O)NNC(=O)C(=O)NC(C)(C)C	0.2	1.0	-5	-1.7	-1	4.7	9	0.7	0.0	0	2.4
26	CC(=O)c1ccc(NC(=O)CSc2nc(Nc3ccccc3)nc(N3CCOCC3)n2)cc1	3.2	1.7	-1	-0.8	-3	0.0	7	-1.8	-1.3	-6	-0.3
27	Cc1[nH][nH]c(=O)c1C(c1c(C)[nH][nH]c1=O)c1cn(Cc2ccc(Cl)c(Cl)c2)c2ccccc12	-4.5	-1.9	-2	-1.8	-4	1.4	5	0.1	-0.4	-8	-0.2
28	COc1ccc(-n2nc(C(=O)O)c3ccccc3c2=O)cc1	0.4	-1.2	-3	-0.2	-2	0.6	5	0.9	-1.6	-9	-0.6
29	CCC(C)(O)c1cnc(CC(C)C)c(=O)n1O (stereo unspecified)	-1.2	0.7	-1	1.1	0	-0.7	6	-0.3	-0.8	1	.
30	O=C(O)C1CCCN1C(=O)NC1CCCCC1 (stereo unspecified)	-1.5	-1.4	-2	-0.3	-5	0.1	-1	0.5	-0.8	-5	1.9
31	CCCCC(=O)/C=C/n1c(=S)oc2ccccc21	8.5*	2.1	3	7.7	-1	6.6*	10	1.0	0.5	-5	0.4
32	CCC(=O)NC(Nc1sc2c(c1C(=O)OC)CCCC2)(C(F)(F)F)C(F)(F)F	-0.3	-2.1	-2	-0.9	-1	-1.8	-1	-0.2	-0.9	0	2.9
33	CC(=O)Nc1ccc(NC(=O)c2cccc3c2-c2ccccc2C3=O)cc1	-1.5	-0.2	-2	-1.1	-5	2.2	-2	-0.1	-1.4	-3	2.5
34	CS(=O)(=O)N1CCN(c2ccccc2[N+](=O)[O-])CC1	2.3	-3.9	-4	0.1	-3	0.9	6	-0.1	-1.1	6	0.2
35	O=S(=O)(Cc1ccccc1)Nc1ccc(F)cc1	-0.1	-1.3	-1	4.0	-2	-1.6	0	-0.5	-0.5	-5	-0.3
36	COc1cc(/C=C(\C#N)C(=O)NCC2CCCO2)c([N+](=O)[O-])cc1OC (stereo unspecified)	0.9	1.2	-1	-1.7	2	-1.3	-20	0.3	-0.9	-15	1.0
37	Clc1ccccc1-c1nn2c(-c3ccccn3)nnc2s1	1.9	-0.1	4	1.1	1	-2.1	0	-0.4	-2.1	3	0.5
38	COC(=O)c1ccccc1OCCCN(C)C	1.5	-0.7	-1	-0.7	1	-1.2	3	0.1	-0.1	0	-0.5
39	COC(=O)c1ccccc1NC1=C/C(=N\S(=O)(=O)c2cccs2)c2ccccc2C1=O	-7.4&-8.4	-3.5	-3	0.1	4	2.7	3	-0.6	-0.5	0	-0.6&-1.3
40	COc1cc(NC(=O)N[C@@H](Cc2c[nH]c3ccccc23)C(=O)O)c(C(=O)O)cc1OC	0.1	1.0	-1	1.0	-3	2.0	-8	0.0	-0.1	-17	0.0
41	Cc1cc2ccccn2c1C(=O)c1ccc(S(=O)(=O)N(C)C)cc1	-3.1	0.7	-2	-2.9	6	-4.7	-5	-1.8	-1.6	-1	-2.3
42	Cc1ccc(S(=O)(=O)NCC(=O)OCC(=O)c2ccc(Br)s2)cc1	1.6	0.3	-1	0.9	-1	-0.1	4	-0.7	-0.7	2	0.0
43	Cc1c(NC(=O)C(C)OC(=O)c2ncc(Cl)c(Cl)c2Cl)c(=O)n(-c2ccccc2)n1C (stereo unspecified)	0.6	-0.2	0	1.6	1	-0.6	10	-0.8	-1.2	1	-0.1
44	O=C(CSc1nncn1-c1cccnc1)Nc1cccc(C(F)(F)F)c1	-0.9	-1.1	-2	-1.1	1	-1.7	-3	-0.6	0.1	-7	-1.3
45	Cn1cnnc1SCC(=O)c1cc2ccccc2o1	1.4	-2.1	2	4.8	0	3.5	-27	0.1	-0.5	-4	-0.9
46	COc1ccccc1S(=O)(=O)CC(O)COc1ccccc1Cl (stereo unspecified)	-4.2	0.4	-1	-3.2	11	0.9	7	-1.8	-1.4	-9	-0.1
47	COc1ccc(C(=O)NCc2cn3ccsc3n2)cc1OC	1.0	-2.1	-1	2.2	-2	-1.2	1	0.0	-0.7	3	1.2
48	COc1ccccc1CNC(=O)CCN1C(=O)c2ccccc2C1=O	0.1	2.1	-2	-2.4	7	-0.1	8	-0.2	-1.2	-2	-0.3
49	O=C(NCC(c1cccnc1)N1CCN(c2ccccc2F)CC1)c1cccc(Cl)c1 (stereo unspecified)	-2.5	0.9	-6	-1.2	1	-3.3	-9	-1.2	-1.7	0	-2.5
50	Cc1ccc(C(=O)COC(=O)c2cn3ccccc3n2)cc1	2.2	-0.9	5	3.7	-2	-1.1	6	0.7	0.0	-1	0.0

# (list continues)
no.	Structure	FXN GAA850 act	PG9 binder	SMARCA2 activ	hgDAF-12 ag	Rev-erbA mod	hcDAF-12 act	HGIII-sPLA2 inh	DAX1 inh-1	ssDAF-12 act	PLC-beta3 inh	DAX1 inh-2
51	CCN(C(=O)COC(=O)c1n[nH]c2ccccc12)c1ccccc1	-0.4	0.1	-2	2.3	-4	-0.5	-16	2.7	-1.5	-6	-0.4
52	CC1CCN(C(=O)C2CCN(C(=O)c3cc4sccc4n3Cc3ccc(F)cc3)CC2)CC1	4.5	1.1	-5	-3.4	-3	-2.9	-14	-1.0	-2.0	0	-0.3
53	O=C(NCC1CCOCC1)c1cc(COc2ccc(F)cc2F)on1	1.4	-0.8	2	-1.9	2	-2.2	4	-0.2	-1.6	-6	1.4
54	O=C(COC(=O)c1ccc(F)cc1)NCC1COc2ccccc2O1 (stereo unspecified)	-1.7	-0.2	-1	-1.0	2	0.9	-2	0.1	-1.3	-5	0.3
55	Cc1cc(C(C)(C)C)cc(C)c1S(=O)(=O)N1CC(=O)Nc2ccccc21	2.2	-0.7	-6	-2.1	11	-3.2	3	-0.2	-1.9	-12	-0.4
56	CC(C)c1csc(CN2CCN(Cc3ccccc3)C(CCO)C2)n1 (stereo unspecified)	1.8	-0.6	-2	-3.8	-1	0.1	0	0.7	-1.9	-7	0.4
57	COc1ccc(OC(C)C(=O)Nc2ccccc2F)cc1 (stereo unspecified)	0.3	-2.6	3	0.9	2	-0.1	-5	-0.2	-0.1	6	1.8
58	O=c1c([N+](=O)[O-])c[nH]c2ccccc12	-1.5	-0.4	2	2.0	-5	2.1	-1	-0.7	-0.3	-1	2.5
59	COC(=O)c1cc(Br)c(=O)n(-c2nccs2)c1	-1.7	28*	0	0.0	6	-1.2	-1	-0.4	-1.6	-8	0.3

# Screening results from PubChem.
